Screens as filed in PubChem.
HePTP inh = inhibitors of human HePTP phosphatase; AID 521; P35236; inhibition, % at 20 µM; recombinant HePTP phosphatase activity, OD absorbance; 110,000 compounds, 0.64% hits; in the data active = inhibition above about 50%;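 also: plate controls were vehicle for no effect and reference inhibitor for full effect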
Target sequence (P35236 whole entry, looked up): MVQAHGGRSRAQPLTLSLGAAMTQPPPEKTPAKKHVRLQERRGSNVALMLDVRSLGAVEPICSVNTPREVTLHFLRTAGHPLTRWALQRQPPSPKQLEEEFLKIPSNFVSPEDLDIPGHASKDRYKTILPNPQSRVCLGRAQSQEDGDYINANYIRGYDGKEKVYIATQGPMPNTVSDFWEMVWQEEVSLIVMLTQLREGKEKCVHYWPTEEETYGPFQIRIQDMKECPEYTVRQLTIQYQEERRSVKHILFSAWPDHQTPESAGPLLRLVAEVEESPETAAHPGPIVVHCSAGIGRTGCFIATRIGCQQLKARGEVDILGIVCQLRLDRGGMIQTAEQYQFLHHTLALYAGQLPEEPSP
BAP1 block = human BAP1 deubiquitinase inhibition. Q92560. recombinant BAP1, Ub-AMC hydrolysis fluorescence kinetic; hits give low values. activity remaining (% of control), % at 20 µM. 72,000 compounds, 0.48% hits;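 active = activity remaining at or below 50% of control, provided the compound also passes the data quality filters; inactive = the rest, including low values that fail the filters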;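 also: 100% = DMSO wells rate and 0% = substrate alone blank rate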
Target sequence (Q92560 whole entry, looked up): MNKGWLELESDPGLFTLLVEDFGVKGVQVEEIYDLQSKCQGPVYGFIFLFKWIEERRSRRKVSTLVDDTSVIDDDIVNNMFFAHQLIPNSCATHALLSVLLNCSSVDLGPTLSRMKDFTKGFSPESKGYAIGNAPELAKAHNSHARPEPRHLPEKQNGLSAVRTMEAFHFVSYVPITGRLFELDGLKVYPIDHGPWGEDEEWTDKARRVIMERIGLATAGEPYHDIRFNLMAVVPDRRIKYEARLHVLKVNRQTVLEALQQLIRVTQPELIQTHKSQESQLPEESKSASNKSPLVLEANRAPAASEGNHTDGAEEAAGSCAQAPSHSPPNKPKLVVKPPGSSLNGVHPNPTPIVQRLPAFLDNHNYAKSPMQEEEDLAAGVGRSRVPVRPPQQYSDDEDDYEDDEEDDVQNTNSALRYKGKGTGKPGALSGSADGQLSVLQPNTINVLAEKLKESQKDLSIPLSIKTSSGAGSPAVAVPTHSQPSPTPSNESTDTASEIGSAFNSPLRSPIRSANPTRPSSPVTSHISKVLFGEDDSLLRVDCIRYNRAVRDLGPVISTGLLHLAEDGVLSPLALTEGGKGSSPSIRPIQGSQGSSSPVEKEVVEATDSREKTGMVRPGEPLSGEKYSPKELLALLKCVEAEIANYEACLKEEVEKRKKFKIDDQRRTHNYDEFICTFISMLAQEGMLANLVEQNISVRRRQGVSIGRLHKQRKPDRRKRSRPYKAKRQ
Numbers without * were called inactive; / = not tested or not shown; & = joins results of further samples.

SMILES | HePTP inh | BAP1 block
Cc1ccc(C(C)C)cc1OCC(=O)N=Nc1c(O)n(C)c2ccccc12 | 3.2 | /
COc1ccc2nc(NC(C)=O)sc2c1 | -3.4 | /
CC1(C)C(c2ccco2)=[N+]([O-])C2(CCCCC/C2=N\O)N1O (stereo not drawn) | -10.7 | /
COc1cc([N+](=O)[O-])ccc1NC(=O)c1ccccc1Cl | / | 80.8
CCCOC(=O)C1=C(C)N(CC)C(=O)NC1c1ccc([N+](=O)[O-])cc1 (stereo not drawn) | / | 162.5
COc1ccc(/C=C2\SC(=S)N(NC(=O)c3cccnc3)C2=O)cc1 | 4.5 | /
Cc1[nH]nc2c1-c1nc3ccccc3nc1C(C)(C)C2 | 4.2 | /
Cc1cc(OCC(=O)N2CCC(C(N)=O)CC2)ccc1Br | 7.9 | /
CCOC(=O)Nc1c(C(=O)OC)[nH]c2cccc(OC)c12 | 7.5 | 60.5
NC(=O)c1c(N=c2oc3ccccc3cc2C(=O)Nc2ccccc2F)sc2c1CCCC2 | / | 81.7
CCCCNC(=O)c1sc2nc(C)cc(COC)c2c1-n1cccc1 | 0.7 | 94.5
CCOC(=O)c1c(C)n(-c2ccc(OC)cc2)c2ccc(O)cc12 | 9.6 | /
Cc1nn2c(N)csc2nc1=O | 3.6 | 128.2
COC(=O)c1cc(C(=O)OC)n(Cc2ccc(F)cc2)n1 | 7.5 | 140.6
O=c1c2c(nc3cc(-c4cccs4)[nH]n13)CCC2 | 5.5 | /
OC(CN1CCCCC1)Cn1c2ccc(Cl)cc2c2cc(Cl)ccc21 (stereo not drawn) | / | 217.4
O=C(CN1C(=O)/C(=C/c2ccccc2Cl)SC1=S)Nc1cccc(C(=O)O)c1 | -13.6 | /
COc1cc(/C=N/NC(=O)COc2ccccc2C)c(Br)c(Br)c1O | 3.2 | /
Cc1ccc(C)n1-n1cnc2sc3c(c2c1=O)CCC3 | -9.2 | 103.1
Cc1c(C(=O)N2CCN(CCc3ccccc3)CC2)oc2ccccc12 | 7.7 | /
c1cc(-c2nnc3n2CCCCC3)ccn1 | 7.1 | 107.7
CCCOc1cccc(C2/C(=C(/O)c3ccc(F)cc3)C(=O)C(=O)N2CCN(C)C)c1 (stereo not drawn) | -1.5 | 69.5
CCS(=O)(=O)CCSc1nc2ccccc2s1 | 3.4 | 106.0
Nc1ccc(SCCN2C(=O)c3ccccc3C2=O)cc1 | 12.2 | 94.1
CCC(=O)Oc1cccc(C(=O)Nc2ccc(-c3nnc(-c4ccco4)o3)cc2)c1 | -5.0 | /
CC(C)CNC(=O)CSc1nnc(-c2ccccn2)n1Cc1ccccc1 | 8.6 | 103.2
COc1ccc(CCN=CC2=C(O)CC(c3ccccc3)CC2=O)cc1 (stereo not drawn) | 9.5 | /
COC(=O)c1cc(Br)c(=O)n(CCc2ccccc2)c1 | 1.2 | 61.8
COC(=O)c1ccccc1NC(=O)c1cc2ncc(Br)cn2n1 | 12.6 | 100.3
Cc1nc2ccccc2nc1N1CCCCC1 | 1.0 | 88.2
Cc1cccc(C(=O)N2CCCCCC2)c1 | -5.5 | /
CCN(CC)c1ccc(N2C(=O)/C(=C/c3ccc(Cl)cc3)SC2=S)cc1 | 2.6 | /
COc1cc(C2NC(=S)NC(C)=C2C(=O)Nc2ccc(Cl)cc2)ccc1O (stereo not drawn) | 4.0 | /
CCOC(=O)C(C)c1nc2ccccc2[nH]c1=O (stereo not drawn) | 4.0 | 96.9
COc1ccccc1-c1nnc(NC(=O)c2ccccc2F)o1 | 4.6 | 99.9
CCCCN1C(=O)C2ON(c3ccccc3C)C(c3ccco3)C2C1=O (stereo not drawn) | 7.0 | 82.4
O=C1c2cccc3cccc(c23)C(=O)N1CCOc1ccccc1Cl | -19.2 | /
Cc1cccn2c(=O)c3cc(C(=O)NC(C)c4ccccc4)c(=N)n(CCCn4ccnc4)c3nc12 (stereo not drawn) | 5.7 | /
Clc1ccc(OCCSc2nnnn2-c2ccccc2)cc1 | -11.9 | /
O=C(CN1C2=NCCCN2c2ccccc21)c1cccs1 | 5.2 | 97.3

3 consecutive compounds out of the list so far, quoted:
SMILES | HePTP inh | BAP1 block
CCN(CC)c1ccc(N2C(=O)/C(=C/c3ccc(Cl)cc3)SC2=S)cc1 | 2.6 | /
COc1cc(C2NC(=S)NC(C)=C2C(=O)Nc2ccc(Cl)cc2)ccc1O (stereo not drawn) | 4.0 | /
CCOC(=O)C(C)c1nc2ccccc2[nH]c1=O (stereo not drawn) | 4.0 | 96.9

Carrying on.
SMILES | HePTP inh | BAP1 block
Nc1ccc(-c2ccc(N)cc2C(F)(F)F)c(C(F)(F)F)c1 | -2.3 | 77.9
CC(C)OC(=O)c1nnn(-c2nonc2N)c1CN1CCCCCC1 | 6.6 | 119.4
CC1CCc2c(sc(NC(=O)CCCOc3ccc(Cl)cc3Cl)c2C(N)=O)C1 (stereo not drawn) | -5.3 | /
Cc1cc(C(=O)NC2CCCc3ccccc32)no1 (stereo not drawn) | 5.9 | /
COc1ccccc1N(C(=O)Cn1nnc2ccccc21)C(C(=O)NCc1ccco1)c1ccc(C)o1 (stereo not drawn) | 2.3 | 138.3
O=C(c1ccccc1Br)N1C(=O)c2ccccc2S1(=O)=O | 0.1 | /
COc1cccc(OCCOc2cccc(/C=N/n3cnnc3)c2)c1 | 3.8 | /
CC(C)c1ccccc1NC(=O)C1CC1 | 8.8 | /
CCOC(=O)C1CCN(C(=O)Cc2ccccc2OC)CC1 | -1.4 | /
Cn1c(COc2ccc3ccccc3c2)nc2ccccc21 | 0.8 | /
COc1ccc(NC(=O)c2ccccc2Cl)cc1Cl | -1.6 | /
O=C(Nc1ccc(OCc2ccccc2)cc1)c1cncc(Br)c1 | -2.2 | /
COc1ccc(C2=NN(CN3C(=O)C(=O)c4cc(Br)ccc43)C(c3ccccc3)C2)cc1 (stereo not drawn) | 5.1 | /
COC(=O)c1cccc(NC(=O)/C=C/c2ccccc2)c1 | 3.5 | /
Cc1ccc(S(=O)(=O)c2nc(N3CCOCC3)sc2Cl)cc1 | 6.6 | 106.5
O=C(c1cccc(N2C(=O)C3C4C=CC(C4)C3C2=O)c1)c1cccc(N2C(=O)C3C4C=CC(C4)C3C2=O)c1 (stereo not drawn) | -4.3 | /
O=C(Nc1ccc(S(=O)(=O)N2CCCc3ccccc32)cc1)C1CCCO1 (stereo not drawn) | 9.2 | 96.3
CN(C(=O)c1cccnc1)c1nnc(-c2cnccn2)s1 | 11.8 | 112.0
CCN(CC)S(=O)(=O)c1ccc(NC(=O)C(F)(F)F)cc1 | -5.7 | /
CCN=C1SC(CC(=O)Nc2ccc(C)cc2)C(=O)N1CC (stereo not drawn) | -9.3 | 96.4
CN1C(=O)C(=Cc2ccc(-c3cccc(Cl)c3Cl)o2)C(=O)N(C)C1=O | 9.0 | /
O=S(=O)(Nc1ccc2c(c1)oc1ccccc12)c1ccc2oc3ccccc3c2c1 | / | 77.7
O=[N+]([O-])c1ccc(-n2nncc2-c2ccccc2)cc1 | -2.1 | /
COc1ccc(C(c2nnnn2Cc2cccs2)N2CCN(c3ccccc3F)CC2)cc1 (stereo not drawn) | 0.6 | 137.6
O=S(=O)(Cc1ccccc1)CC(O)COc1ccc(Cl)cc1 (stereo not drawn) | 2.0 | /
O=C(c1ccc(F)cc1)N1CCN=C1c1ccccc1 | -0.3 | /
Cc1cc(C)cc(N2C(=O)NC(=O)/C(=C\c3cccc(O)c3)C2=O)c1 | 3.8 | /
CCC(=O)c1ccc(N2CCOCC2)c(F)c1 | -2.4 | /
Cc1cc(C)n2nc(C(=O)NCc3ccccc3)cc2n1 | -8.0 | 88.2
CCN(CC(=O)NC1CCCCC1)S(=O)(=O)c1ccc(Cl)cc1 | 6.6 | 115.8
O=S(=O)(c1ccccc1)N1CCN(S(=O)(=O)c2ccccc2)C(O)C1O (stereo not drawn) | -6.2 | /
COc1c(Cl)cc(C(=O)Nc2ccc(Cl)cn2)cc1Cl | 5.2 | /
Nc1nc2c(c3c1c(=O)oc1ccccc13)CCCCC2 | 9.0 | /
CCn1c(Cc2ccccc2)nnc1SCC(=O)Nc1nccs1 | 13.3 | 157.2
CN1CCN(c2ccc([N+](=O)[O-])c(NCCOc3ccc(C(C)(C)C)cc3)c2)CC1 | -10.7 | /
CN(C)c1cccc(NC(=O)Cc2ccc(F)cc2)c1 | -12.5 | 81.5
Cc1ccc(-n2ncc(-c3nnc(SCC(=O)NC4CCCC4)o3)c2N)cc1C | 6.6 | 103.8
O=C(Nc1ccc(Cl)cc1)c1ccc(Oc2ccccc2)cc1 | / | 72.9
COc1cccc(C(=O)NNC(=O)COc2ccc(C(C)(C)C)cc2)c1 | 7.6 | /
CC1(C)Oc2ccc3ccc(=O)oc3c2/C(=C/N2CCCCC2)C1=O | -16.6 | /
Cc1cc(OC2CCCCC2)nc(-c2ccccc2O)n1 | 11.8&11.0 | 51.3
O=C(CCN1CCN(CC(=O)Nc2ccccc2F)CC1)Nc1ccccc1F | -0.2 | 103.7
COc1ccc(CC(=O)NCC2CCCO2)cc1OC (stereo not drawn) | 3.6 | /
Cc1ccc(NC(=O)COC(=O)CCc2c[nH]c(=O)[nH]2)cc1 | -1.5 | 60.6
Cc1ccc(NC2=NC(c3ccc(C)cc3)n3c(nc(C)cc3=O)N2)cc1 (stereo not drawn) | 4.8 | 92.2
O=C(CC(c1ccccc1)c1ccccc1)N1CCCCC1 | 6.8 | /
O=C1[C@@H]2C(c3ccccc3Cl)=NO[C@@H]2C(=O)N1Cc1ccccc1 | -2.7 | 90.6
COc1ccc(CCNS(=O)(=O)c2ccc3c(c2)CC(C)N3C(C)=O)cc1OC (stereo not drawn) | 11.5 | 75.9
COC(=O)CNc1nc(-c2ccncc2)nc2ccccc12 | 5.4 | 97.5
CC(C)(C)NS(=O)(=O)c1cccc(S(=O)(=O)c2cccc(S(=O)(=O)NC(C)(C)C)c2)c1 | -3.7 | 89.7

(continued)
SMILES | HePTP inh | BAP1 block
COc1ccc(C2NC(=O)NC(C)=C2C(=O)Nc2cc(Cl)ccc2C)cc1OC (stereo not drawn) | -3.6 | /
CCC(CC)C(=O)NCc1ccc2c(c1)cc(C)n2C | / | 128.0
O=C(c1cc(-c2cccs2)on1)N1CCN(c2ccccc2)CC1 | 2.7 | 106.5
Cc1cc(C(=O)Nc2sc3c(c2C#N)CCC(C(C)(C)C)C3)no1 (stereo not drawn) | -7.1 | 133.1
CCOC(=O)c1c(C)oc2cc(Cl)c(O)c(CN(C)C)c12 | -7.9 | /
Cn1c(=O)n(Cc2ccc(Cl)cc2)c(=O)c2c1nc1n2CCN1Cc1ccco1 | 0.1 | 87.0
COCc1[nH]nc2c1C(c1c(F)cccc1Cl)C(C#N)=C(N)O2 (stereo not drawn) | -8.7 | 98.9
O=C1CCC(=O)N1c1nc2n(n1)C(c1ccccc1)C=C(c1ccc(Br)cc1)N2 (stereo not drawn) | 8.4 | 164.6
N/C(=N\OC(=O)/C=C/c1ccccc1)c1ccc(Br)cc1 | -0.4 | /
CCOC(=O)c1ccccc1NS(=O)(=O)c1ccccc1 | 5.4&-2.7 | 87.9

Random excerpt: 5 entries already listed, in no set order.
SMILES | HePTP inh | BAP1 block
CC1(C)C(c2ccco2)=[N+]([O-])C2(CCCCC/C2=N\O)N1O (stereo not drawn) | -10.7 | /
O=C(CN1C2=NCCCN2c2ccccc21)c1cccs1 | 5.2 | 97.3
Cc1cc(OCC(=O)N2CCC(C(N)=O)CC2)ccc1Br | 7.9 | /
COc1ccc(NC(=O)c2ccccc2Cl)cc1Cl | -1.6 | /
O=C1[C@@H]2C(c3ccccc3Cl)=NO[C@@H]2C(=O)N1Cc1ccccc1 | -2.7 | 90.6

More entries:
SMILES | HePTP inh | BAP1 block
CCN(CC)CCCCCOc1cccc(Cl)c1 | 3.2 | /
Cc1cccc(OCC(=O)N/N=C/c2cccnc2)c1 | -13.7 | /
CCOc1cc(C=C2C(=O)NC(=O)NC2=O)ccc1OCCOc1ccc(C(C)(C)C)cc1 | 1.8 | /
CCCCn1c(=O)[nH]c(=O)c2c1nc(-c1ccc(C#N)cc1)n2C1CCCC1 | -3.5 | /
O=C(Nc1ccc(Cl)cn1)C1CCCN1S(=O)(=O)c1ccccc1 (stereo not drawn) | 1.3 | 60.9
COc1ccc(-c2ccc(/C=C/C(=O)c3ccc(C)cc3)o2)cc1 | -8.4 | /
CCOC(=O)C(C)Oc1ccc(C2NC(=O)NC(C)=C2C(=O)Nc2ccccc2C)cc1 (stereo not drawn) | 4.2 | 53.7
CCC(COC(=O)Nc1cccc(C)c1)NC(=O)OCC(C)C (stereo not drawn) | 2.5 | 92.7
Cc1ccc(C(=O)Nc2cnc3sc(C)nn3c2=O)cc1 | -2.4 | 62.9
C=CCSc1nc(C2CC2)cc(-c2ccccc2)c1C#N | / | 170.3
Cc1cc([N+](=O)[O-])ccc1NCc1cccc([N+](=O)[O-])c1 | -2.9 | /
CC(C)(C)c1ccc(OCC(=O)NCCO)cc1 | 11.0 | /
O=C(COc1ccccc1)Nc1ccc(N2CCOCC2)cc1 | 6.3 | /
COC(=O)C1=C(C)OC(N)=C(C#N)C1c1c(C)nn(-c2ccccc2)c1Cl (stereo not drawn) | -7.7 | 99.0
Cn1/c(=N/N=C/c2cccc(C(F)(F)F)c2)sc2ccccc21 | 5.5 | /
O=C(Cc1cccs1)Nc1nc2ccccc2s1 | 4.3 | 90.0
CC1=C(C(=O)Nc2ccccn2)C(c2ccc3c(c2)OCO3)NC(=S)N1 (stereo not drawn) | / | 225.0
CCOC(=O)c1oc2cccc(O)c2c1CNCc1ccccc1 | 2.9 | /
Clc1ccc(-c2nc(-c3ccncc3)no2)c(Cl)c1 | 4.8 | /
COc1ccc(N(CC(=O)Nc2ccc(OC)cc2OC)S(=O)(=O)c2ccccc2)cc1 | 10.5 | /
COc1ccc(-n2nc3cc(C)c(NC(=O)/C=C/c4ccccc4)cc3n2)cc1 | -7.4 | /
COC(CNS(=O)(=O)c1ccccc1)c1ccccc1 (stereo not drawn) | 1.9 | /
COc1ccc(C(=O)Nc2ccc(C(=O)OCC(C)C)cc2)cc1 | / | 54.7
